HT1080-NT tox: qHTS for induction of synthetic lethality in tumor cells producing 2HG: qHTS for the HT-1080-NT fibrosarcoma cell line; Potency, µM (series often up to 46.1 µM), for inactives: at the highest dose activity, negative = less viability, actives largely listed as cytotoxic; HT-1080-NT fibrosarcoma viability, CellTiter-Glo ATP luminescence, 48 h; 1.6% of 360,000 active; AID 686970, 2013;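 note: NT is the 2HG producing partner of a matched IDH1 knockdown line; potency is the fitted concentration of half-maximal effect; 0% = DMSO-treated cells and -100% = media-only wells without cells; nearly all actives have a fitted effect of over 55% in size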
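Toxicity toward the 2HG-producing NT line was scored as %Activity, normalised to DMSO and no-cell wells, from CellTiter-Glo luminescence after 48 hours' treatment.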
KB-V1 MDR tox: qHTS assay for MDR1-selective chemotherapeutics: Primary screen using the drug-selected MDR subline cells KB-V1; 3.4% of 400,000 active; KB-V1 MDR cells viability, CellTiter-Glo, 72 h; Potency, µM (titrated, usually from 46.1 µM), inactives show at the top dose activity change, negative = cytotoxicity, most hits filed as cytotoxic; note: potency is the fitted concentration of half-maximal effect; % is set by controls: 0 for no effect and ±100 for the full control effect; nearly all actives have a fitted effect of over 60% in size
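Cytotoxicity via CellTiter-Glo luminescence after 72 h compound exposure at 37 degrees C. Cells: drug-selected KB-V1 line, DMEM phenol-red free plus 10% FBS. Compounds tested at multiple concentrations; normalized data fitted to concentration-effect curves.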
IL-1B inflam inh: qHTS for Inhibitors of Inflammasome Signaling: IL-1-beta AlphaLISA Primary Screen; activity change, % at 57.5 µM; 4.7% of 360,000 active; THP-1 LPS/ATP IL-1B secretion, AlphaLISA, 16 h; active compounds read low; in the data active = activity change below about -50%; inconclusive = mostly about -30% to -49%; note: % is set by controls: 0 for no effect and ±100 for the full control effect
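Secreted IL-1B measured by AlphaLISA bead assay after 16 h compound exposure of THP-1 cells; compounds (final up to 57.5 uM) added 1 h before LPS (250 ng/mL) and ATP (1.25 mM) stimulation; lower signal means less secretion.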
WRN inhibitor: qHTS for Inhibitors of WRN Helicase; AID 651768, 2012; WRN helicase unwinding, fluorescent forked duplex, kinetic; Bifunctional 3'-5' exonuclease/ATP-dependent helicase WRN (Homo sapiens), Q14191; 0.46% of 360,000 active; Potency, µM (highest dose often 114 µM), for inactives: top-dose activity change, negative = inhibition, actives largely listed as inhibitors; note: potency is the fitted concentration of half-maximal effect; % is set by controls: 0 for no effect and ±100 for the full control effect; nearly all actives have a fitted effect of over 55% in size
Target sequence (Q14191 whole entry, looked up): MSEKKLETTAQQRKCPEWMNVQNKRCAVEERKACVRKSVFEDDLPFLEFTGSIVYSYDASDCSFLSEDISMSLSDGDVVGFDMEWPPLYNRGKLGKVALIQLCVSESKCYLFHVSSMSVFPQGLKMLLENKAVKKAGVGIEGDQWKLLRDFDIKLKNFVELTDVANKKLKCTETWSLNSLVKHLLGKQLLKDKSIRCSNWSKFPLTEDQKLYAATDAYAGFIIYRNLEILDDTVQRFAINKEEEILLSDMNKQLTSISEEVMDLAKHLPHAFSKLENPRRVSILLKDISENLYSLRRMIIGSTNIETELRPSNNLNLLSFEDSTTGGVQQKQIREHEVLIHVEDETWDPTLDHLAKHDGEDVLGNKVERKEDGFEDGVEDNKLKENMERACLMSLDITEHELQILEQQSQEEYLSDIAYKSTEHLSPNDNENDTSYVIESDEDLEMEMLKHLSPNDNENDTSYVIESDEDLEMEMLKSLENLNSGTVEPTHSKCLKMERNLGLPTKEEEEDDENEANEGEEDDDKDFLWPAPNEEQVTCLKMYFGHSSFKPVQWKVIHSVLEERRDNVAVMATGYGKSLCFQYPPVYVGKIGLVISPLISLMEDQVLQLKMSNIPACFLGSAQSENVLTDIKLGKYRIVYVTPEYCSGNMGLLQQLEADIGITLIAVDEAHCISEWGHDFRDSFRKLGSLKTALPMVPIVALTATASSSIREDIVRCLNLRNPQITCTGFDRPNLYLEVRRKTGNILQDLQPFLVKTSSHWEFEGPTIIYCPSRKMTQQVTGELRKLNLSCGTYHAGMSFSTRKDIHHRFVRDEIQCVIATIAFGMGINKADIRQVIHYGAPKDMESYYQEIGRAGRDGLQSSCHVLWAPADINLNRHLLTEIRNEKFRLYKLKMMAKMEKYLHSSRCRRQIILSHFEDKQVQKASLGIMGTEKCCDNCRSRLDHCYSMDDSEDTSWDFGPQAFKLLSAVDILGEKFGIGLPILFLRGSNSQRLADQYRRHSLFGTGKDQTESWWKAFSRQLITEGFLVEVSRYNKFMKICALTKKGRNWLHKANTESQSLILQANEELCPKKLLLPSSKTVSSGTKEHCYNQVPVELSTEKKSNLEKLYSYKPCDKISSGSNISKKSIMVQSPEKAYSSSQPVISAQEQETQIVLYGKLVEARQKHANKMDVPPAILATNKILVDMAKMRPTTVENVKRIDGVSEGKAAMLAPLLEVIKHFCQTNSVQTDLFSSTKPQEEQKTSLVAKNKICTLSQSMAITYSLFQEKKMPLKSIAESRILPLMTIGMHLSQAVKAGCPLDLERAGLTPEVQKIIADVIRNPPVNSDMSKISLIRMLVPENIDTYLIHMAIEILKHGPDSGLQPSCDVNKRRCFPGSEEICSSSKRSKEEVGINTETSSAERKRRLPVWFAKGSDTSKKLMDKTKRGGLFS
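Enzyme (20 nM final) and test compound sit together 15 min at room temperature before substrate addition. Substrate is a single-forked duplex oligonucleotide (100 nM) labelled with fluorophore and quencher, with 2 mM ATP; helicase unwinding raises red fluorescence, read kinetically.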
HT1080 IDH1KD tx: qHTS for induction of synthetic lethality in tumor cells producing 2HG: qHTS for the HT-1080-IDH1KD cell line. HT-1080 IDH1 knockdown viability, ATP luminescence, 48 h. Potency, µM (doses to about 46.1 µM), for the others: at the top dose activity, negative = toxicity, most hits filed as cytotoxic. 2% of 360,000 active;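 note: potency is the fitted concentration of half-maximal effect; 0% = DMSO wells and -100% = cell-free medium wells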
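HT-1080-IDH1KD cells (IDH1 knocked down), 750/well in RPMI with 5% FBS, treated with compound 48 h at 37 degrees C. Viability by CellTiter-Glo luminescence, normalised to DMSO and no-cell wells; concentration-response curves classed.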
SW480 rerep: A quantitative high throughput screen for small molecules that induce DNA re-replication in SW480 colon adenocarcinoma cells; SW480 DNA re-replication, Hoechst DNA content imaging, 48 h; Potency, µM (highest dose often 46.1 µM), inactives show at the highest dose re-replication activation, hits mostly activators; 1.8% of 340,000 active; note: potency is the fitted concentration of half-maximal effect; % of control where 0% means no effect; nearly all actives have a fitted effect of over 55% in size
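Treated cells incubate 48 hr (37 C, 5% CO2), are stained 40 min with Hoechst, and nuclear fluorescence is enumerated; a rise in nuclei with high DNA signal marks re-replication.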
KB-3-1 tox: qHTS assay for MDR1-selective chemotherapeutics: Primary screen using the parental adenocarcinoma cell KB-3-1; KB-3-1 viability, CellTiter-Glo ATP luminescence, 72 h; Potency, µM (series often up to 46.1 µM), for the others: top-dose activity change, negative = cytotoxic, actives largely listed as cytotoxic; 1.4% of 400,000 active; note: potency is the fitted concentration of half-maximal effect; % is set by controls: 0 for no effect and ±100 for the full control effect; nearly all actives have a fitted effect of over 60% in size
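Cells are dispensed, compounds pinned in, plates held at 37 °C for 72 h, then CellTiter-Glo is added and luminescence read after 10 minutes. Cell line: parental KB-3-1 in phenol-red-free DMEM, 10% FBS.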
ATXN2 expr inh: Primary qHTS for Inhibitors of ATXN expression; HEK-293 ATXN2-luciferase reporter, luminescence, 24 h; Potency, µM (titrated, usually from 57 µM), for inactives: top-dose activity change, negative = inhibition, most hits filed as inhibitors; 0.72% of 360,000 active; note: potency is the fitted concentration of half-maximal effect; % is set by controls: 0 for no effect and ±100 for the full control effect; nearly all actives have a fitted effect of over 55% in size
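qHTS (up to 57 uM final) was run with 24 h compound exposure of reporter cells at 37 °C. Each well was multiplexed: SteadyGlo luminescence measured ATXN2-luciferase expression after a fluorogenic Gly-Phe-AFC viability readout (25 uM final).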
MCF10A rerep: A quantitative high throughput screen for small molecules that induce DNA re-replication in MCF 10a normal breast cells. MCF 10A DNA re-replication, Hoechst nuclear intensity, 48 h. Potency, µM (highest dose often 46.1 µM), for the others: at the highest dose activity, positive = re-replication, actives largely listed as activators. 2.9% of 350,000 active. AID 624296, 2012; note: potency is the fitted concentration of half-maximal effect; % of control where 0% means no effect; nearly all actives have a fitted effect of over 50% in size
* marks the source's active call; other numbers are inactive results; ? = inconclusive; . = not tested or not shown; [ ] = remark or other dose. Unless noted, calls come from the whole dose curve; as a rule, active = well fitted curve in the direction sought with a large enough effect; inconclusive = small, poorly fitted or top-dose-only effect, or another doubt; inactive = no such curve, though single readings can be large; an effect the other way counts as inactive or inconclusive.

SMILES	HT1080-NT tox	KB-V1 MDR tox	IL-1B inflam inh	WRN inhibitor	HT1080 IDH1KD tx	SW480 rerep	KB-3-1 tox	ATXN2 expr inh	MCF10A rerep
FC(c1nc2ccccc2[nH]1)C(F)(F)F (centres undefined)	14%	3%	8	3%	4%	-6%	10%	-8%	0%
CCOC(=O)Cc1cc(=O)n2[nH]c(C)c(C#N)c2n1	7%	4%	-6	-6%	-1%	?	3%	-3%	?
O=C(Nn1cnnc1)c1cc([N+](=O)[O-])cc([N+](=O)[O-])c1	-1%	-5%	0	4%	1%	-7%	-15%	11%	-7%
N#Cc1cnc2nc1NCCCCCCC2	11%	5.2µM*	32	6%	5%	.	?	.	.
O=C(CC1(O)C(=O)Nc2ccccc21)c1cccnc1 (centres undefined)	0%	7%	13	-4%	0%	-10%	10%	-3%	-6%
Cc1cc(NC(=O)c2ccc(F)cc2)n(C)n1	-2%	23%	3	8%	-3%	2%	1%	.	2%
COc1cccc(C2C=C(c3ccc(OC)cc3OC)Nc3nnnn32)c1 (centres undefined)	-22%	23µM*	-5	-27%	-13%	?	?	?	?
NC1=NC[C@H](c2ccccc2)N1CCc1cccc(F)c1	-2%	22%	0	17%	-4%	-12%	-17%	-21%	-2%
CCOc1ccc(-c2nnn(CC(=O)NCc3ccco3)n2)cc1	-11%	?	19	4%	-13%	14%	?	17%	?
COc1ccc(-n2cnc3c(sc4nccc(N(C)C)c43)c2=O)cc1	-4%	-8%	0	-18%	0%	-3%	21%	1%	-3%
COc1cc(NC(=S)NCCCN2CCOCC2)cc(OC)c1	10%	13%	-3	-4%	17%	0%	5%	-4%	9%
COc1cc(/C=N/NC(=O)c2ccoc2C)ccc1OCCN1CCCCC1	0%	23%	-9	2%	4%	-12%	15%	5%	?
Fc1ccc(-c2ccnc(=S)[nH]2)cc1	7%	8%	0	-13%	-5%	1%	9%	3%	1%
COc1ccc(C(=O)Nc2c3c(nn2-c2cccc(Cl)c2)CS(=O)C3)cc1 (centres undefined)	-9%	5%	-27	2%	0%	-3%[9.22 µM]	0%	-8%	-12%
COC(=O)Cn1c(Cc2ccccc2)nc2ccccc21	15%	8%	7	11%	7%	4%	3%	-28%	?
CCN(CC(=O)Nc1ccccc1C(F)(F)F)C(=O)c1ccc(NC(=O)c2cccs2)cc1	-1%	-8%	-17	4%	7%	.	-7%	.	.
CC1CC(OCC(O)CN2CCCCC2C)CC(C)(C)C1 (centres undefined)	-3%	-15%	-7	7%	-8%	11%	-3%	-8%	?
Cc1cc(NC(=O)c2cc(C(C)C)on2)no1	13%	-6%	20	7%	0%	-2%	14%	47%[activator]	-4%
CSCCC(NS(=O)(=O)c1ccc(C)cc1)C(=O)N1CCN(C(C)=O)CC1 (centres undefined)	12%	?	-6	-2%	15%	-34%[inhibitor]	0%	6%	0%
CCCC(C(=O)NCCC(C)C)N(Cc1ccccc1)C(=O)c1snc(C(N)=O)c1N (centres undefined)	-18%	-5%	-22	-3%	0%	-44%[inhibitor]	-9%	17%	-2%
c1ccc2sc(NCC3CCCO3)nc2c1 (centres undefined)	-5%	?	13	6%	16%	-1%	-6%	5%	5%
CC(=O)Nc1ccc(NC(=O)c2cccc(-c3cc4ccccc4oc3=O)c2)cc1	24%	-6%	3	10%	4%	-3%	?	16%	-2%
CCOC(=O)CN1C(=O)C(O)=C(C(C)=O)C1c1ccc([N+](=O)[O-])cc1 (centres undefined)	13%	?	7	-23%	12%	-9%	15%	-3%	1%
O=C1S/C(=C/c2ccc(N3CCOCC3)o2)C(=O)N1Cc1c(F)cccc1Cl	-12%	10%	0	-18%	-19%	?	-7%	14%	?
O=C(OCc1ccccc1)C1=NNC2C(=O)N(c3ccc(Br)cc3)C(=O)C12 (centres undefined)	11%	-12%	.	0%	16%	-47%[inhibitor]	-1%	-19%	-20%
CN(C)CCCNC(=O)C[C@H]1C[C@H](C(=O)N2CCCCC2)[C@@]2(C)c3[nH]c4cc(CCC(=O)N(C)C)ccc4c3CCN2C1=O	4%	18%	8	-5%	9%	-5%	18%	10%	?
O=C(CCc1nc2ccccc2c(=O)[nH]1)NNC(=O)c1ccccc1Cl	3%	-5%	10	-10%	12%	-10%	1%	6%	5%
COc1ccccc1Oc1ccc(Oc2ccccc2OC)cc1	?	-16%	-5	-3%	-21%	1%	-26%	24%	36%
COc1ccc(NS(=O)(=O)c2csc(C(=O)N3CCCC3)c2)c(OC)c1	-21%	-6%	17	-12%	5%	?	-12%	.	1%
O=C(O)CN1C(=O)C2C3CCC(C3)C2C1=O (centres undefined)	5%	20%	-9	5%	-2%	.	?	.	.

Reformatted in CSV form: entries from further up.
Compound,HT1080-NT tox,KB-V1 MDR tox,IL-1B inflam inh,WRN inhibitor,HT1080 IDH1KD tx,SW480 rerep,KB-3-1 tox,ATXN2 expr inh,MCF10A rerep
O=C(CCc1nc2ccccc2c(=O)[nH]1)NNC(=O)c1ccccc1Cl,3%,-5%,10,-10%,12%,-10%,1%,6%,5%
COc1ccccc1Oc1ccc(Oc2ccccc2OC)cc1,?,-16%,-5,-3%,-21%,1%,-26%,24%,36%
COc1ccc(NS(=O)(=O)c2csc(C(=O)N3CCCC3)c2)c(OC)c1,-21%,-6%,17,-12%,5%,?,-12%,.,1%
O=C(O)CN1C(=O)C2C3CCC(C3)C2C1=O (centres undefined),5%,20%,-9,5%,-2%,.,?,.,.

Other compounds.
SMILES	HT1080-NT tox	KB-V1 MDR tox	IL-1B inflam inh	WRN inhibitor	HT1080 IDH1KD tx	SW480 rerep	KB-3-1 tox	ATXN2 expr inh	MCF10A rerep
COc1ccc(/C=C2\SC(=O)N(CC(=O)Nc3ccc(F)cc3)C2=O)cc1O	-1%	-11%	?	-4%	-23%	-13%	-1%	.	26µM*
COc1ccc(NC(=O)COc2ccc(C(=O)OCC(=O)N(C(C)C)C(C)C)cc2OC)cc1	-1%	3%	13	-2%	0%	-50%	0%	.	8%
O=C(Nc1ccccc1)c1nc[nH]c1C(=O)NCCCCNC(=O)c1[nH]cnc1C(=O)Nc1ccccc1	11%	?	-16	4%	5%	6%	0%	2%	-3%
CCOc1ccc(S(=O)(=O)N2CCCCC2)cc1NC(=O)Cc1ccsc1	0%	12µM*	15	10%	3%	-4%	-4%	-11%	3%
C[C@H]1CN([C@@H](C)CO)C(=O)Cc2cc(NC(=O)CCC(F)(F)F)ccc2O[C@H]1CN(C)S(=O)(=O)c1ccc(F)cc1	12µM*	21%	54	3%	?	?	5.2µM*	-6%	15µM*
CC(C)CCNC(=O)CN(C(=O)Cn1nnc(-c2ccccc2F)n1)c1cccc2c1CCCC2	-5%	6%	?	0%	0%	-8%	0%	.	-1%
CC(C)(C)c1ccc(OCC(=O)O/N=C(\N)c2ccncc2)cc1	-7%	?	14	-23%	0%	-1%	-5%	15%	?
COc1ccc(NC(=S)NCc2cccs2)c(OC)c1	7%	29%	7	0%	6%	1%	12%	8%	5%
N#Cc1c(Oc2ccc3ccccc3c2)sc(C(=O)c2ccccc2)c1N	-8%	0%	-107*	-2%	0%	12%	?	?	?
Cc1ccc(C(=O)Nc2ccc3c(c2)C(=O)N(CC2CCCO2)C3=O)cc1 (centres undefined)	-6%	-29%	11	-8%	-7%	-2%	10%	-12%	10%
COc1cc(OC)cc(C(=O)NCC2CCCN(Cc3ccc(SC)cc3)C2)c1 (centres undefined)	-6%	-5%	?	-5%	-2%	21%	4%	-1%	3%
CCOC(=O)c1c(S(=O)(=O)NCC(=O)Nc2cccc(C)c2C)c(C)n(C)c1C	0%	-21%	0	2%	5%	17%	-16%	-7%	-1%
Cc1cccc(NC(=O)COC(=O)c2cc3ccccc3oc2=O)c1	20%	-2%	0	8%	1%	21µM*	4%	15%	0.65µM*
CCOc1cc(C(=O)OCC(=O)N(C)c2ccccc2)cc(OCC)c1OCC	9%	?	-2	-4%	2%	1%	5%	-14%	-3%
Cc1ccc(C)c(N2CCN(S(=O)(=O)c3c(C(=O)N4CCCCC4)c(C)n(C)c3C)CC2)c1	-1%	1%	-3	-6%	-6%	-10%	-34%	-5%	15%
CCn1nnc(NC(=O)COc2ccc(C3CCCCC3)cc2)n1	-29%	1%	6	2%	-23%	-7%	18%	-6%	15%

In the list so far, these contain a nitro group on carbon:
SMILES	HT1080-NT tox	KB-V1 MDR tox	IL-1B inflam inh	WRN inhibitor	HT1080 IDH1KD tx	SW480 rerep	KB-3-1 tox	ATXN2 expr inh	MCF10A rerep
O=C(Nn1cnnc1)c1cc([N+](=O)[O-])cc([N+](=O)[O-])c1	-1%	-5%	0	4%	1%	-7%	-15%	11%	-7%
CCOC(=O)CN1C(=O)C(O)=C(C(C)=O)C1c1ccc([N+](=O)[O-])cc1 (centres undefined)	13%	?	7	-23%	12%	-9%	15%	-3%	1%
